# VLA-4 agonist = allosterically activates the human VLA-4 integrin; P13612; activation, % at 10 µM (by protocol); Jurkat cells, LDV-FITC binding, flow cytometry; 24,000 tested, under 10 active; AID 528;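 active means fluorescent ligand binding to cells raised by more than 40% of the manganese-induced maximum; inconclusive means compound's own fluorescence above 85% of the ligand control signal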;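 further: 0% = ligand binding without compound and 100% = manganese-stimulated maximal binding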
# Target sequence (P13612 whole entry, looked up): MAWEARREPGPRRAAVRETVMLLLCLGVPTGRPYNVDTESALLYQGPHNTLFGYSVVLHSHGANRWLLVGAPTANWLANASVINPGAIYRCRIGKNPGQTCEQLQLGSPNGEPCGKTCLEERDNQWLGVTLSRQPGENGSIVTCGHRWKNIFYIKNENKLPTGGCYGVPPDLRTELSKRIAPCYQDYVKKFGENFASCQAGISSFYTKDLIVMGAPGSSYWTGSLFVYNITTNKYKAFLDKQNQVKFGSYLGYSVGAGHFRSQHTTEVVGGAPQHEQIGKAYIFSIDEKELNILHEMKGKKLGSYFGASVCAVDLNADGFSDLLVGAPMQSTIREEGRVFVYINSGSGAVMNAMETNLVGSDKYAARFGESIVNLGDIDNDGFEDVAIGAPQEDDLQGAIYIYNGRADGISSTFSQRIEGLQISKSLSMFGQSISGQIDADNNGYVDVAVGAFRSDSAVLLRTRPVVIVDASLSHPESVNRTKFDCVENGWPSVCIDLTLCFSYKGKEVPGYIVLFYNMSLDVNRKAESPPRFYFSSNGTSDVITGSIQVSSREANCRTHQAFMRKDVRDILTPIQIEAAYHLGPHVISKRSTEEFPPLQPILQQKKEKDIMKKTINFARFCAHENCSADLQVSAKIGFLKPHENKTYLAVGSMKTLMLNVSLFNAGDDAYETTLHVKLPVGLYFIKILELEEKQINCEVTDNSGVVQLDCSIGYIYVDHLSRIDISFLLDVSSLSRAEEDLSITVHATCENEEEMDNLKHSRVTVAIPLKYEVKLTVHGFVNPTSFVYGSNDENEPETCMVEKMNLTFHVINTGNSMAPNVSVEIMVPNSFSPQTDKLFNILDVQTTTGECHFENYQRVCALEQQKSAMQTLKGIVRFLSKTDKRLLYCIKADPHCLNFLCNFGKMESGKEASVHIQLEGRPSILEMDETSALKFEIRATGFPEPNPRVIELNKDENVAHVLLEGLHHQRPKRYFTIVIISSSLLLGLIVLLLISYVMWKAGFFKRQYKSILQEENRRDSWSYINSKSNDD
# Prostate diff = promotes differentiation of LNCaP prostate cells. flow cytometry side scatter, 4 d. side scatter shift, % at 10 µM. AID 795. actives 0.56% (n = 24,000);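 active means side scatter shift above 30%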;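 further: androgen-responsive LNCaP prostate cancer cells in charcoal-stripped serum medium; percent of cells past a gate set so DMSO wells show 10% shift; higher shift means more granular cells and more differentiation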
# VLA-4 antagonist = inhibition of LDV-FITC ligand binding to human VLA-4 integrin; P13612; Jurkat cells, LDV-FITC binding with Mn2+, flow cytometry; 100% = Mn2+-driven binding gain fully reversed; inhibition, % at 10 µM (by protocol); actives 0.2% (n = 24,000); AID 529;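 active means inhibition above 50%; inconclusive means compound itself fluorescent, judged against control cell fluorescence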;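 further: 0% = Mn2+ stimulated cells lacking compound and 100% = ligand binding without Mn2+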
# Jurkat autofluor = compound fluoresces in Jurkat cells, VLA-4 screen interference; compound autofluorescence, flow cytometry; stronger effect = higher value; 1 = vehicle-only cell background; fluorescence ratio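 (tested at 10 µM compound in the well)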; actives 0.61% (n = 24,000);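 active means fluorescence ratio above 2.44, which is 1 plus 3 SD of all ratios; inconclusive means signal too bright to measure linearly, ratio around 10 or more; inactive means fluorescence ratio below 2.44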;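 further: green fluorescence of cells measured with 488 nm excitation and 530 nm emission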
# The depositor's hits bear a star; u = inconclusive.
SMILES,VLA-4 agonist,Prostate diff,VLA-4 antagonist,Jurkat autofluor
COc1ccc(/C(O)=C(\C#N)c2nc3ccccc3n2C)cc1OC,u,9,u,1.1
Cc1cccc(-n2c(Cc3cc(=O)[nH]c(=O)[nH]3)nnc2SCC(=O)NCc2ccco2)c1,0,11,0,0.98
Cc1ccc(C2Nc3ccccc3-c3nc4ccccc4n32)o1 (centres undefined),-6,15,9,1
CN(C)S(=O)(=O)c1ccc(S(=O)(=O)Nc2ccc3c(c2)oc2ccccc23)cc1,-2,9,4,1.1
CCCN1Cc2cccc(C(=O)NCc3ccccc3)c2C1=O,10,9,-11,0.94
COc1c2occc2c(OC)c2c(=O)cc(C)oc12,-2,1,-8,1
CCCCCc1nnc(NC(=O)Cc2cccs2)s1,0,10,1,1
CCOC(=O)N1CCN(c2c(NCCCN(CC)Cc3ccccc3)c(=O)c2=O)CC1,4,7,-23,1
COc1ccc(-c2nc(N3CCCC3)nc3nn4c(C)cc(C)nc4c23)cc1,2,8,-11,1.1
COc1ccc2c(c1OC)C(=O)OC2Nn1cncn1 (centres undefined),-2,13,-21,1
C=CCSc1nnc2n(CCc3ccccc3)c(=O)c3c4c(sc3n12)COC(C)(C)C4,3,2,-2,1.1
COc1ccc(OC)c(NS(=O)(=O)c2ccc(Cl)s2)c1,-3,11,-9,1.2
CCOc1ccc(OCC)c(NC(=O)C2CCN(c3nn4c(=O)cc(C)nc4s3)CC2)c1,2,17,6,1.1
c1ccc(CCn2nnnc2CN2CCN(C3CCCC3)CC2)cc1,0,14,-4,1.1
CCOC(=O)Cc1csc(/C(=N/O)C(N)=O)n1,0,2,-16,1.1
COc1ccc(NC(=O)C2CCCCN2S(=O)(=O)c2ccc(F)cc2)c(OC)c1 (centres undefined),-2,10,-3,1
Oc1cnc2ccccc2c1CN1CCOCC1,2,3,-16,1
CCOc1ccc(N(CC(=O)O)S(=O)(=O)c2cccnc2)cc1,3,10,-2,1
O=C(NC1CCCC1)c1ccc(CS(=O)(=O)c2ccc(Br)cc2)o1,-7,5,10,1.1
C=CS(=O)(=O)c1ccc(Oc2ccc(S(=O)(=O)C=C)cc2)cc1,-10,25,-4,1.1
O=C(CCS(=O)(=O)c1cccc2nonc12)N1CCN(c2ccc(F)cc2)CC1,1,10,-10,1.1
CCOC(=O)N1CCC(NC(=O)Cn2cccc2C(=O)c2ccccc2C)CC1,-7,7,14,1.1
COc1ccc(Cl)cc1NC(=O)COc1cccc(-n2cnnn2)c1,-8,8,6,1
CCS(=O)(=O)N1CCC(C(=O)N2CCc3ccccc3C2)CC1,0,16,4,1.1
CCN(c1cccc(C)c1)S(=O)(=O)c1cccc2nsnc12,5,6,9,1
O=C(/C=C1\NC2(CCCC2)Cc2ccccc21)N1CCOCC1,-2,6,-2,1.1
Cc1cc(NC(=O)c2cc(C3CC3)on2)no1,1,6,6,1.1
c1ccc2c(NC3CCCC3)nnc(NC3CCCC3)c2c1,u,9,u,1.2
CCn1cc(C2N3CC4(C)CN2CC(C)(C3)C4=O)c2ccccc21 (centres undefined),1,7,5,1.1
CCC(C)NC(=O)C1CCC(=O)N(c2cc(OC)c(OC)c(OC)c2)C1c1ccc(OC)cc1 (centres undefined),5,1,-20,1.1
CCCn1cnc2cc(NCc3ccccn3)ccc21,4,11,-10,0.98
CC(=O)c1ccc(NC(=O)CSc2nnc(Cn3c(=O)sc4ccccc43)n2C)cc1,2,12,-17,1.1
O=C(O)C1C2CCC(O2)C1C(=O)NCc1ccncc1 (centres undefined),0,10,-2,1.1
Cc1cc(C)c(-c2cc(C(=O)Nc3c(C)n(C)n(-c4ccccc4)c3=O)[nH]n2)c(O)c1,0,14,6,1
O=C(Cn1c(-c2cncs2)nc2ccccc21)NC1CCCC1,u,10,u,0.94
CN(C)C(=O)C12CCC(C)(c3nc4ccccc4nc31)C2(C)C (centres undefined),2,15,-18,0.98
O=c1cc(-c2ccccc2)c2c([nH]1)CCCC2,0,17,-2,1
COc1ccc(CCNC(=O)COc2nsnc2N2CCOCC2)cc1OC,-5,5,-4,0.96
O=C(O)c1ccccc1S(=O)(=O)Cc1ccccc1,5,2,-4,1
CCCn1nnnc1SCC(=O)c1ccc2c(c1)OCCO2,1,11,-10,1.1
COc1ccc2c(c1)CCc1c(C(=O)Nc3ccc(OC)c(OC)c3)noc1-2,1,10,-8,1
COC(=O)C(F)(Sc1c(C)n(C)n(-c2ccccc2)c1=O)C(F)(F)F (centres undefined),-4,5,-10,1
CC(=O)Nc1ccc(S(=O)(=O)NCC2CCC(C(=O)NCCCN3CCCC3=O)CC2)cc1 (centres undefined),-1,7,-2,0.99
O=C(O)c1ccc2c(c1)NC(=O)C(N1CCCC1)S2 (centres undefined),-6,3,4,1
CC(=O)Nc1ccc(NC(=O)C(C)Oc2ccccc2F)cc1 (centres undefined),-4,9,-1,1
CCn1c(SCC(=O)Nc2nccs2)nnc1-c1ccncc1,4,11,-12,1
Cc1oc(-c2ccc(Cl)cc2)nc1CN1CCCC(C(=O)NCc2cccnc2)C1 (centres undefined),-7,5,29,1.3
CC1CCN(Cc2ccc(-c3nn[nH]n3)cc2)CC1,0,5,2,1
COc1nc(NCCc2ccc(OC)c(OC)c2)nc(NC(C)(C)CO)n1,2,7,-10,1
CCCCOn1c(C)c(C(=O)OCC)c2c3nonc3ccc21,3,16,5,0.98
CC1C(=O)CCC1(C(=O)O)c1ccccc1 (centres undefined),4,9,-8,1
Cc1cc(NC(=O)c2cc(CC(C)C)on2)no1,1,9,0,1
Clc1ccccc1OCc1nn2c(-c3ccncc3)nnc2s1,5,6,-2,1
CSCCC(C(=O)Nc1ccc2c(c1)OCO2)N1C(=O)c2ccccc2C1=O (centres undefined),2,9,-10,1
CCN1CCN(CCCNC(=O)c2ccc3c(c2)NC(=O)c2ccccc2S3)CC1,4,3,25,1.1
CC(=O)N1CCc2cc(S(=O)(=O)N3CCc4ccccc4C3)ccc21,0,14,-4,1
CCCS(=O)(=O)N1CCC(C(=O)N2CCN(Cc3ccccc3)CC2)CC1,-3,12,-8,1.1
CCOCCCNS(=O)(=O)c1ccc2c(c1)CCN2C(C)=O,10,3,-20,1
Cc1cc(C(=O)N2CC(C)CC(C)C2)n(-c2ccccc2)n1 (centres undefined),6,3,-21,1.1
Cn1c2ccccc2c2c(C(=O)N3CCN(c4ccccc4)CC3)cn(C3CCCC3)c(=O)c21,6,5,4,0.92

# More compounds follow.
SMILES,VLA-4 agonist,Prostate diff,VLA-4 antagonist,Jurkat autofluor
COC(=O)c1cc2ccsc2n1CC(=O)Nc1cc(Cl)ccc1OC,-2,4,-11,1.1
CCC(=O)n1nc(-c2ccco2)nc1N,-4,20,-20,1
CCCCN(C)CCNC(=O)Cn1ncc2c(=O)oc3ccc(C)cc3c21,-4,4,-13,1.1
COc1cccc(Nc2ncc(C(=O)O)c3ccccc23)c1,3,8,0,1
O=C(c1n[nH]c(=O)c2ccccc12)N1CCN(c2ccccc2)CC1,7,6,-4,0.91
CCOc1ccccc1CNC(=O)C1CCN(c2nc3ccccc3o2)CC1,2,18,27,1
Cc1nc2ccccc2n1CC(O)Cn1c(C(F)(F)F)nc2ccccc21 (centres undefined),-7,12,26,1.1
CCOCCn1c(CN(Cc2ccccc2)Cc2ccccc2)nc2c1c(=O)[nH]c(=O)n2C,0,5,18,1.1
Cc1ccccc1CN1CCN(CC(=O)NCc2ccco2)C1=O,0,5,-2,0.96
CCCCOC(=O)c1ccc(NC(=O)C(CCS(C)(=O)=O)NC(C)=O)cc1 (centres undefined),3,11,-8,1.1
CN(C)CCOC(c1ccccc1)c1ccccc1 (tested in a mixture with another compound),5,8,-16,1
COC(=O)CSc1nnc(CNC(=O)c2cccc(C)c2)n1-c1ccccc1OC,-4,12,-16,0.9
O=C(Nc1ccccc1)N1CCn2c(nc3ccccc32)C1,3,7,-7,1.1
C#CCn1cnc2c(cnn2-c2ccc(C)c(C)c2)c1=O,6,14,-35,0.98
C=CC(O)(C#CCN(CC)CC)c1ccccc1 (centres undefined),2,12,2,1.1
Cc1c(Cc2ccccc2)sc(N)c1C(N)=O,u,11,u,2.2
O=C(CCCN1C(=O)c2cccnc2C1=O)N1CC(=O)N(CCc2ccccc2)C(=O)C1,5,12,-2,1
Cc1c(Cl)cccc1NC(=O)Cn1cccc1,1,7,-37,1.1
Cc1cc(N2CCOCC2)nc2cc(O)ccc12,u,9,u,0.95
CCCc1cc(C(=O)NCc2ccccc2)no1,-2,6,5,1.1
O=C1Nc2cc(C(=O)N3CCOCC3)ccc2SC1N1CCOCC1 (centres undefined),0,5,-9,1.3
O=c1n(CCCN2CCN(c3cccc(Cl)c3)CC2)nc2ccccn12,0,3,-11,1
CCCCc1c(C)nc(N)[nH]c1=O,-1,12,-3,1
COCCNC(=O)CCCn1c(=O)c2ccccc2n(CC(=O)NCCC2=CCCCC2)c1=O,7,1,17,0.88
COC(=O)NCC(c1cccnc1)N1CCN(c2ccccc2OC)CC1 (centres undefined),4,16,11,0.92
Cc1nc2c(C(=O)NCc3ccco3)cnn2c(C)c1Cc1ccc(F)cc1Cl,u,10,u,1.3
Cc1ccc(-c2nnc(-c3cccc(Br)c3)o2)cc1,-5,15,0,1
O=c1c2ccccc2nc2n1CCC2,4,11,-11,0.89
CC(NC(=O)C1CCC(=O)N1Cc1ccc(F)cc1)c1ccc2c(c1)OCCO2 (centres undefined),-3,2,14,1.1
O=C(NCc1ccccn1)Nc1cccc(NC(=O)NCc2ccccn2)c1,-12,2,-2,1.2
Cc1ccc(-c2nc3cc(NC(=O)C(C)C)ccc3o2)cc1,-6,7,0,1.1
c1ccc2c(c1)CCCN2c1nc2ccccc2n2cnnc12,u,4,u,2.6*
CC(C)COC(=O)C(C#N)c1nc2ccccc2nc1N1CCN(Cc2ccccc2)CC1 (centres undefined),u,25,u,1.9
COc1ccc(C2C(C#N)=C(N)Oc3cc4c(cc32)OCO4)cc1 (centres undefined),-4,5,4,1.1
Cn1c(=O)c(C(=O)Nc2cccnc2)c(O)c2ccccc21,u,18,u,1.5
Cc1[nH]c2c(C)cccc2c(=O)c1Br,-6,6,-6,0.94

# 2 of the compounds above, with tabs.
SMILES	VLA-4 agonist	Prostate diff	VLA-4 antagonist	Jurkat autofluor
Cc1[nH]c2c(C)cccc2c(=O)c1Br	-6	6	-6	0.94
CC(NC(=O)C1CCC(=O)N1Cc1ccc(F)cc1)c1ccc2c(c1)OCCO2 (centres undefined)	-3	2	14	1.1

# Additional entries
SMILES,VLA-4 agonist,Prostate diff,VLA-4 antagonist,Jurkat autofluor
O=C(Cn1nc(Cc2cccnc2)c2ccccc2c1=O)N1CCN(c2ccccn2)CC1,-5,5,5,1.1
COc1ccc(CCNC(=O)CCn2c(SCC#N)nc3ccccc3c2=O)cc1OC,-5,8,16,1
COc1ccc(CNC(=O)C2CC(c3ccc(OC)cc3)=NO2)cc1 (centres undefined),-5,6,11,0.95
COC(=O)c1ccccc1S(=O)(=O)N(Cc1cc2cc3c(cc2[nH]c1=O)OCO3)C1CCCCC1,-7,41*,15,1.1
Cc1ccc(C(=O)CSc2nnc(-c3cccnc3)n2N)cc1,5,6,-6,1.1
Cc1cc(=O)n(C)c(=O)n1CC(=O)N1CCCCCC1,0,4,-12,0.86
Cc1noc(C(=O)Nc2c(C)nn(Cc3ccccc3)c2C)c1Cl,6,7,5,0.86
CC(c1ccc(Br)cc1)N1CC23C=CC(O2)C(C(=O)O)C3C1=O (centres undefined),-1,15,-1,1.1
CC(NC(=O)c1ccc(CS(=O)(=O)Cc2ccccc2F)o1)c1ccc2c(c1)OCCO2 (centres undefined),6,2,6,0.96
CCC(NC(=O)Nc1cc(OC)c(OC)c(OC)c1)(C(F)(F)F)C(F)(F)F,1,12,-25,0.99
Cc1ccc(S(=O)(=O)N2CCCC2)cc1S(=O)(=O)N1CCCC1,-2,14,4,0.99
COCCCNC(=O)c1ccc(CS(=O)(=O)Cc2cccc(C)c2)o1,0,6,-5,1.1

# An excerpt from above in order of the VLA-4 antagonist value, smallest number first.
SMILES,VLA-4 agonist,Prostate diff,VLA-4 antagonist,Jurkat autofluor
Cc1c(Cl)cccc1NC(=O)Cn1cccc1,1,7,-37,1.1
COc1ccc2c(c1)CCc1c(C(=O)Nc3ccc(OC)c(OC)c3)noc1-2,1,10,-8,1
Cc1[nH]c2c(C)cccc2c(=O)c1Br,-6,6,-6,0.94
O=C(c1n[nH]c(=O)c2ccccc12)N1CCN(c2ccccc2)CC1,7,6,-4,0.91
Clc1ccccc1OCc1nn2c(-c3ccncc3)nnc2s1,5,6,-2,1
COC(=O)NCC(c1cccnc1)N1CCN(c2ccccc2OC)CC1 (centres undefined),4,16,11,0.92

# Following part
SMILES,VLA-4 agonist,Prostate diff,VLA-4 antagonist,Jurkat autofluor
O=C(CCSCc1ccccc1F)N1CCN(c2ccccn2)CC1,-5,4,-10,1
O=C(NCc1ccc2c(c1)OCO2)c1ccc(NS(=O)(=O)c2ccc3c(c2)OCCO3)cc1,-2,8,-6,1.1
Cn1c(=O)c2cc(S(=O)(=O)N3CCN(c4cccc(C(F)(F)F)c4)CC3)ccc2n(C)c1=O,-2,9,-7,1.2
CC1CCCN(c2nc3ccsc3c(=O)s2)C1 (centres undefined),-3,5,-2,1.1

# Not all compounds are listed. The share of hits here may be higher or lower than overall.
